4MU fluor: compounds fluorescent in 4-MU spectral region; compound autofluorescence, 340/450 nm, 4-MU equivalents; stronger effect = higher value; max dye-equivalent concentration, M; hit rate 11% among 59,000; in the data active = max dye-equivalent concentration above about 10 nM; inconclusive = mostly about 1.1 nM to 9.6 nM
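Compounds in 100 mM Tris, pH 8.0, sat 15 min at room temperature before fluorescence was read at 340 nm excitation/450 nm emission; a per-plate six-point 4-MU standard curve converted signals to dye-equivalent concentration at each compound concentration.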
Epigenetic mod: epigenetic modulators derepressing GFP locus in mouse cells; mouse C127i GFP locus derepression, cytometry, 30 h; Potency, µM (doses to about 46.1 µM), for the others: top-dose GFP derepression (activation); hit rate 0.09% among 68,000; also: % of control where 0% means no effect
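Murine C127i mammary cells carrying a silenced, stably integrated CMV-driven GFP reporter were treated with compound for 30 hours at 37 C. After PBS washes, GFP-positive cells were counted by laser-scanning microplate cytometry.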
Hsp90 Hop PPI: changes Hsp90-Hop TPR2A binding signal, up or down; AID 595; Potency, µM (titrated, usually from 57 µM), for the others: top-dose activity change, negative = inhibition; AlphaScreen TPR2A-His6 binding biotin-Hsp90 C-terminal peptide; hit rate 0.44% among 71,000; active = well fitted curve in either direction with a large enough effect; inconclusive = small, poorly fitted or top-dose-only effect, or another doubt; also: potency is read from the fitted curve at half-maximal effect; % is scaled to controls: 0 for no effect and ±100 for the full control effect; many of its hits are not listed in these tables
15-hLO inh: blocks human 15-lipoxygenase activity; purified 15hLO-1, xylenol orange hydroperoxide absorbance; Potency, µM (series often up to 57.1 µM), for inactives: at the highest dose activity change, negative = inhibition, most hits filed as inhibitors; hit rate 1.4% among 74,000; also: potency is read from the fitted curve at half-maximal effect; % is scaled to controls: 0 for no effect and ±100 for the full control effect; nearly all actives have a fitted effect of over 55% in size
Target sequence (P16050 whole entry, looked up): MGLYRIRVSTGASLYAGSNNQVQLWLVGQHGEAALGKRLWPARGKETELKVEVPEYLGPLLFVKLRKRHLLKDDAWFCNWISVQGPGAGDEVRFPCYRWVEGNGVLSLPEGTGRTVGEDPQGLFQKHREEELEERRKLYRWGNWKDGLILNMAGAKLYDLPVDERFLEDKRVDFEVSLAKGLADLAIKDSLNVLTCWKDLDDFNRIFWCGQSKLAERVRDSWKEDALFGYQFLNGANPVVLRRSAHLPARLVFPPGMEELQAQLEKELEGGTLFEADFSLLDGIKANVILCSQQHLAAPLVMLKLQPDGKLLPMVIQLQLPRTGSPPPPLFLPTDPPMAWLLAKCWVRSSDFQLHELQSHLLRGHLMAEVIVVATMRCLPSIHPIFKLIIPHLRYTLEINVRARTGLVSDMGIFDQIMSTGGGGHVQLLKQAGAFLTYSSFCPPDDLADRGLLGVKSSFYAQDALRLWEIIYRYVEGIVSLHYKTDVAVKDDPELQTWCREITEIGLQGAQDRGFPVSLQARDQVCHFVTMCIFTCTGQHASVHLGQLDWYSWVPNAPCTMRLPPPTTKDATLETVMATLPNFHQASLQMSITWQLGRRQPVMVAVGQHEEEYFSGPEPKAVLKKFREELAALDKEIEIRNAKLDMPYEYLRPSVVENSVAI
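Quantitative HTS in 25 mM Hepes pH 7.5 containing 0.01% Triton X-100: human 15hLO-1 at 40 nM, arachidonic acid at 50 uM, 6 min turnover. Product quantified via ferrous oxidation/xylenol orange, 573:405 nm absorbance ratio.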
TexasRed autofl: Texas Red region autofluorescence; Compound fluorescence, Texas Red channel, 547/618 nm; stronger effect = higher value; hit rate 0.06% among 59,000; max dye-equivalent concentration, M; AID 587; in the data active = max dye-equivalent concentration above about 10 nM; inconclusive = between about 1.1 nM and that limit
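Fluorescence at ex 547/em 618 nm, normalized against an on-plate Texas Red standard series to give dye-equivalent concentration per compound concentration. Buffer 100 mM Tris, pH 8.0; 15 min RT incubation before CCD imaging.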
Pol III holo inh: DNA polymerase III holoenzyme inhibition; reconstituted DNA polymerase III holoenzyme replication, biochemical; Potency, µM (titrated, usually from 57.1 µM), for inactives: at the top dose activity change, negative = inhibition; hit rate 0.25% among 71,000; also: potency is read from the fitted curve at half-maximal effect; % is scaled to controls: 0 for no effect and ±100 for the full control effect
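Reconstituted *E. coli* holoenzyme (0.35 nM Pol III, 1 nM beta, 154 nM SSB, 2 nM primase) was preincubated with compound for 15 min at RT. Synthesis on 1.4 nM ssM13Gori ran 35 min, then was stopped with PicoGreen/EDTA and read as dsDNA fluorescence.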
Rhodamine fluor: rhodamine region autofluorescence. hit rate 0.05% among 59,000. Rhodamine-region fluorescence, 547/598 nm, Tris buffer; stronger effect = higher value. max dye-equivalent concentration, M; in the data active = max dye-equivalent concentration above about 11 nM; inconclusive = between about 1.1 nM and that limit
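Intensities are converted to rhodamine-equivalent concentration using a six-point rhodamine standard on each plate. Compounds sit 15 min at room temperature in 100 mM Tris buffer, pH 8.0; read uses the 547/598 nm excitation/emission pair.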
Ub-GFP proteasome: proteasome inhibitors stabilizing ubiquitin-GFP reporter. 67,000 tested, under 10 active. Ubiquitin-GFP reporter cells, proteasome inhibition, GFP fluorescence; response scale: untreated = 0%, 10 µM MG-132 = 100%. Potency, µM (doses to about 45.9 µM), inactives show at the highest dose activation (GFP accumulation), actives largely listed as activators. AID 526; active = well fitted activation curve with a large enough effect, not every such curve was filed as active; inconclusive = small, poorly fitted or top-dose-only effect, or another doubt; inactive = no such curve, though single readings can be large or run the other way; also: potency is read from the fitted curve at half-maximal effect
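U2OS cells stably expressing ubiquitin(G76V)-GFP, seeded overnight in 0.5% FBS medium, were exposed to compounds (qHTS, 46 uM to 2.9 nM) for 4 hr at 37 °C. GFP-positive cells were counted by laser cytometry (488 ex/515 em), normalized between basal and 10 uM MG-132.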
Fluorescein autfl: compound fluoresces in the fluorescein spectral region | Compound autofluorescence, 480/540 nm, fluorescein-equivalent; stronger effect = higher value | max fluorescein-equivalent concentration, M | hit rate 0.91% among 59,000; in the data active = max fluorescein-equivalent concentration above about 10 nM; inconclusive = between about 1.1 nM and that limit
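First, buffer (100 mM Tris, pH 8.0) dispensed; second, compounds and fluorescein standards pinned in; third, 15 min room-temperature incubation; finally, imaging at ex 480 nm/em 540 nm. Fluorescence normalized against the six-point fluorescein curve.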
HADH2 inhib: inhibitors of human HADH2 dehydrogenase. Q99714. recombinant HADH2, NADH fluorescence, beta-hydroxybutyryl-CoA. Potency, µM (titrated, usually from 57.1 µM), without a hit: top-dose activity change, negative = inhibition, usual class: inhibitors. hit rate 3.4% among 73,000. AID 886; also: potency is read from the fitted curve at half-maximal effect; % is scaled to controls: 0 for no effect and ±100 for the full control effect; nearly all actives have a fitted effect of over 60% in size; many of its hits are not listed in these tables
Target sequence (Q99714 whole entry, looked up, one chain of several): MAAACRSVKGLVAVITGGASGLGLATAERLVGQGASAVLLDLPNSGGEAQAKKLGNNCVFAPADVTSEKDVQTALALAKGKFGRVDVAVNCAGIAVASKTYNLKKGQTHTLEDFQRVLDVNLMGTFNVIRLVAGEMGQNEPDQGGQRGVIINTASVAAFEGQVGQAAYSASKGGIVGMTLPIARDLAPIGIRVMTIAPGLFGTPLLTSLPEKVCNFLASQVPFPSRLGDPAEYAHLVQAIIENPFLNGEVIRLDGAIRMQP
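Activity measured as NADH fluorescence gain (360/450 nm), taken as the change between first and last reads of a 4-min kinetic run. Conditions: pH 9.0 Tris buffer, 20 nM E. coli-expressed His-tagged enzyme, 1 mM NAD+, 90 uM beta-hydroxybutyryl-CoA; 15-min compound preincubation.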
HBB splice mod: alters splicing of the hemoglobin beta chain. HBB splicing reporter cell assay, activation; EGFP reporter with mutant IVS2-654 intron; response scale: normalised to 500 nM splice-correcting PNA. hit rate 0.06% among 65,000. Potency, µM (highest dose often 46.1 µM), without a hit: at the top dose activation, most hits filed as activators; also: potency is read from the fitted curve at half-maximal effect; 0% is about no effect
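HeLa cells stably expressing EGFP interrupted by mutant beta-globin intron 2 (IVS2-654), 500/well in 2% FCS. Treated with compound for 2 days at 37C. Splicing correction scored as total well GFP intensity (488 nm excitation, 500-520 nm emission); 500 nM antisense PNA served as control.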
* = called active by the depositor; i = inactive; ? = inconclusive; · = not tested or not shown; & = joins results of further samples; [ ] = another dose, or the depositor's remark. Unless noted, calls follow the shape of the dose curve; as a rule, active = well fitted curve in the direction sought with a large enough effect; inconclusive = small, poorly fitted or top-dose-only effect, or another doubt; inactive = no such curve, though single readings can be large; an effect the other way counts as inactive or inconclusive. An excerpt, so the mix of outcomes need not match the whole.

SMILES	4MU fluor	Epigenetic mod	Hsp90 Hop PPI	15-hLO inh	TexasRed autofl	Pol III holo inh	Rhodamine fluor	Ub-GFP proteasome	Fluorescein autfl	HADH2 inhib	HBB splice mod
CC1(CC(=O)O)SC(=O)NC1=O (stereo unspecified)	i	1%	2%	5%	i	-3%	i	-10%	i	0%	1.3%
CSc1nsc(SC)c1C(=O)OCC(F)(F)F	i	4%	21%	-20%	i	-3%	i	-2%	?	?	-1.1%
COc1ccc(OC)c(S(=O)(=O)N2Cc3ccccc3CC2C(=O)O)c1 (stereo unspecified)	i	-2%	-3%	7%	?	-1%	i	1%	?	2%	0.8%
Nc1nonc1-c1nc2ccccc2n1CCC(=O)O	i	-2%	-3%	8%	i	-7%	i	1%	i	-5%	0.0%
Cc1ccc2[nH]c3c(c2c1)CN(C(=O)CN1CCSCC1)CC3	i	-2%	-10%	-12%	?	0%	i	7%	?	5%	1.4%[1.84 µM]
O=C1c2ccccc2C(=O)N1CCC(=O)N1CCCc2ccccc21	i	3%	1%	4%	i	0%	i	1%	i	-6%	-0.1%[57.5 µM]
Nc1nc2nonc2nc1N1CCCCC1	4.5e-07M*	0%	0%	-9%	i	3%	i	-7%	i	25µM*	-0.6%
Cc1c(N=C=O)cccc1N=C=O	·	·	0%	-11%	·	-1%	·	·	·	0%	1.0%
Cc1csc(NC(=O)c2cccc(Cn3nc(C)c(Br)c3C)c2)n1	i	6%	-9%	-19%	i	3%	i	-3%	i	1%	-0.2%
CCC(C)(C)n1nnnc1C(C(C)C)N(CCCO)Cc1cc2cc(C)ccc2[nH]c1=O (stereo unspecified)	i	-1%	-9%	-11%	i	-4%	i	-2%	i	-2%	·
Cc1cc(C)cc(OCC(=O)Nc2cccc(-c3nc4ncccc4o3)c2)c1	·	0%	-5%	-3%	·	-7%	·	-9%	·	5%	1.0%
N#CC1=C(SCc2ccccc2)NC2=C(C(=O)CCC2)C1c1ccc2c(c1)OCO2 (stereo unspecified)	i	16%[20.6 µM]	·	·	i	·	i	·	?	·	·

HADH2 inhib: hit marks shown above
Structure | 4MU fluor | Epigenetic mod | Hsp90 Hop PPI | 15-hLO inh | Pol III holo inh | Rhodamine fluor | HADH2 inhib
Nc1nc2nonc2nc1N1CCCCC1 | 4.5e-07M* | 0% | 0% | -9% | 3% | i | 25µM*

Remaining list, next part:
SMILES	4MU fluor	Epigenetic mod	Hsp90 Hop PPI	15-hLO inh	TexasRed autofl	Pol III holo inh	Rhodamine fluor	Ub-GFP proteasome	Fluorescein autfl	HADH2 inhib	HBB splice mod
NS(=O)(=O)c1cc2c(cc1Cl)N[C@@H]([C@@H]1C[C@@H]3C=C[C@H]1C3)NS2(=O)=O	i	-1%&0%	?	18%	?	0%&-4%	i	1%&-7%	i	-11%&-18%	0.2%
C[C@H](C(=O)c1ccccc1)[C@@H](c1ccccc1)N1CCOCC1	?	3%[9.22 µM]	-3%[11 µM]	0%[11.4 µM]	i	-8%[11.4 µM]	i	-1%[9.17 µM]	?	3%[11.4 µM]	0.9%[9.22 µM]
Cn1c(N2CCN(C(=O)NCc3ccccc3)CC2)nc2ccccc21	i	-1%	-2%	13%	i	-4%	i	4%	i	10%	·
Cc1nc(NC2=NCN(Cc3cccnc3)CN2)nc2ccccc12	i	0%	2%	19%	?	-15%	i	-3%	i	10%	-0.8%[57.5 µM]
CCN1CCN(c2ncnc3c2oc2nc(C)c4c(c23)CC(C)(C)OC4)CC1	i	-2%	-5%	12%	i	-5%	i	-4%	i	0%	-4.1%[57.5 µM]
CC(C)Cn1c(CN(C)Cc2ccccc2)nc2c1c(=O)n(C)c(=O)n2C	·	·	-2%	9%	·	-2%	·	-4%	·	19%	0.3%
c1ccc(N2CCN(c3nc(-c4ccccn4)nc4ccccc34)CC2)cc1	i	?	·	·	i	·	i	·	?	·	·
COc1ccc(-n2c(Cc3cccn3C)nnc2SCC(=O)Nc2cccc(F)c2)cc1	·	·	-8%[2.3 µM]	-27%	·	-3%	·	-14%	·	-16%	-0.1%
OCc1nc2ccccc2n1CC(O)COc1ccccc1 (stereo unspecified)	i	2%	-1%	5%	i	-4%	i	2%	i	1%	-0.4%[57.5 µM]
Cn1c(=O)c(C(=O)Nc2cnccn2)c(O)c2ccccc21	3.5e-08M*	9%	2%	6%	i	-1%	i	0%	i	3%	-0.2%[57.5 µM]
COC(=O)c1[nH]c2cccc(OC)c2c1NC(=O)CN1CCOCC1	1.4e-08M*	0%	-4%	2%	i	-2%	i	·	i	-24%	-1.7%[0.369 µM]
Cc1ccc(C)n1-n1cnc2sc3c(c2c1=O)CCC3	?	-4%	-4%	-5%	?	0%	i	·	?	-12%	3.5%[0.369 µM]
O=C(Cn1cnc2c(cnn2-c2ccc(F)cc2)c1=O)OCc1ccccc1	i	0%	-1%	-3%	?	2%	i	-3%	i	1%	-1.5%
Cc1ccccc1-c1ccc2ncnc(N3CCNCC3)c2c1	i	0%[9.22 µM]	-2%	3%	i	-8%	i	-2%	?	7%	-0.7%
O=C(N1CCOCC1)N1CCOCC1	i	0%	-2%	-2%	?	-3%	i	9%	i	3%	-0.3%[57.5 µM]
Cn1c(CNc2nc(-c3ccccc3)cs2)nnc1SCC(=O)OC1CCCCC1	i	3%	-7%	-10%	i	-3%	i	-1%	i	?	-0.1%[57.5 µM]
CN(C)Cc1cc(C(C)(C)C)cc(CN(C)C)c1O	i	-4%[9.22 µM]	-1%[11 µM]	-17%[11.4 µM]	i	-4%[11.4 µM]	i	-2%[9.17 µM]	i	3%[11.4 µM]	3.6%[9.22 µM]
CCOC(=O)CSc1nnc(CNC(=O)c2ccc(OC)c(OC)c2)n1C	i	2%	?	7%	i	0%	i	-3%	?	3%	3.1%
CC(C)(CNC(=O)c1cc2ccccc2o1)N1CCOCC1	i	-1%	-2%	-2%	i	-4%	i	-1%	i	11%	0.7%[57.5 µM]
O=C(Nc1ccc2nc3n(c(=O)c2c1)CCCCC3)c1ccccn1	·	0%	-1%	7%	·	-8%	·	-6%	·	-9%	-0.7%
CCOc1ccccc1Nc1nc(N)nc(CN(C)C2CCCCC2)n1	i	2%	?	0%	?	1%	i	1%	i	2%	-2.8%
CC(C)N(Cc1ccccc1)S(=O)(=O)c1n[nH]c(C(C)(C)C)n1	i	3%[9.22 µM]	-6%[11 µM]	6%[11.4 µM]	i	-20%[11.4 µM]	i	-3%[9.17 µM]	i	19%[11.4 µM]	2.6%[9.22 µM]
O=C(c1ccc(C(=O)N2CCN(c3ccccc3F)CC2)nc1)N1CCN(c2ccccc2F)CC1	i	1%	-6%	8%	i	-3%	i	-10%	i	5%	-0.5%
O=C(CS(=O)(=O)Cc1ccccc1)NCc1ccc2c(c1)OCO2	i	0%	3%	0%	i	-2%	i	-4%	i	-6%	-0.4%
Cc1nn(C)c(N)c1C(O)(c1nccn1C)C(F)(F)F (stereo unspecified)	i	5%	3%	2%	i	0%	i	-2%	?	-1%	-0.8%

Filtered by structure: the entries above with a halogen (7)
SMILES	4MU fluor	Epigenetic mod	Hsp90 Hop PPI	15-hLO inh	TexasRed autofl	Pol III holo inh	Rhodamine fluor	Ub-GFP proteasome	Fluorescein autfl	HADH2 inhib	HBB splice mod
CSc1nsc(SC)c1C(=O)OCC(F)(F)F	i	4%	21%	-20%	i	-3%	i	-2%	?	?	-1.1%
Cc1csc(NC(=O)c2cccc(Cn3nc(C)c(Br)c3C)c2)n1	i	6%	-9%	-19%	i	3%	i	-3%	i	1%	-0.2%
NS(=O)(=O)c1cc2c(cc1Cl)N[C@@H]([C@@H]1C[C@@H]3C=C[C@H]1C3)NS2(=O)=O	i	-1%&0%	?	18%	?	0%&-4%	i	1%&-7%	i	-11%&-18%	0.2%
COc1ccc(-n2c(Cc3cccn3C)nnc2SCC(=O)Nc2cccc(F)c2)cc1	·	·	-8%[2.3 µM]	-27%	·	-3%	·	-14%	·	-16%	-0.1%
O=C(Cn1cnc2c(cnn2-c2ccc(F)cc2)c1=O)OCc1ccccc1	i	0%	-1%	-3%	?	2%	i	-3%	i	1%	-1.5%
O=C(c1ccc(C(=O)N2CCN(c3ccccc3F)CC2)nc1)N1CCN(c2ccccc2F)CC1	i	1%	-6%	8%	i	-3%	i	-10%	i	5%	-0.5%
Cc1nn(C)c(N)c1C(O)(c1nccn1C)C(F)(F)F (stereo unspecified)	i	5%	3%	2%	i	0%	i	-2%	?	-1%	-0.8%

Compound activity from PubChem.
